NCI-60 one-dose screen, 48 h, at 10 µM unless noted. Numbers give growth in % (100 = growth as untreated, 0 = no growth, -100 = all killed).
CCRF-CEM – CCRF-CEM leukemia | 7% of 77,000 active | AID 1794778
HOP-62 – HOP-62 NSCLC; 3.9% of 80,000 active
SK-MEL-5 – SK-MEL-5 melanoma; AID 1794755; 6.4% of 80,000 active
A549/ATCC – A549/ATCC NSCLC; 3.7% of 81,000 active
EKVX – EKVX NSCLC. 3% of 71,000 active
SK-MEL-28 – SK-MEL-28 melanoma. 4.1% of 81,000 active
M14 – M14 melanoma. 6.2% of 80,000 active
HOP-92 – HOP-92 NSCLC cells; 6.3% of 71,000 active; AID 1794738
Numbers without * were called inactive; / = no result given. Rule for the calls: active = growth percent below 10; inactive = the rest.

SMILES	CCRF-CEM	HOP-62	SK-MEL-5	A549/ATCC	EKVX	SK-MEL-28	M14	HOP-92
Clc1ccc(Nc2ccnc(NCCCNc3ccnc4cc(Cl)ccc34)n2)cc1	-20*	20	-100*	-65*	/	-92*	-80*	/
Oc1ccc(/C=N\Nc2ccccn2)c(O)c1	8.2*	3.0*	39	27	33	65	-36*	38
C[C@H]1O[C@@H](c2ccc3c(c2O)C(=O)C2=C(C3=O)[C@@]3(O)C(=O)C[C@](C)(O)C[C@@]3(O)C=C2)C[C@@H](O)[C@H]1O	89	98	99	104	106	118	113	125
O=C(Nc1cccc(Cl)c1)Oc1cccc2c1CCC2	86	90	93	95	101	101	105	/
Cn1cc(-c2csc(-c3cn(C(=O)OC(C)(C)C)c4ccc(Cl)cc34)n2)c2cccnc21	90	105	96	96	96	103	111	98
O=C(O)c1cc(-c2ccc(Cl)cc2)nc2c(Cl)cccc12	86	95	91	101	83	108	/	79
Fc1ccc(Cn2cc(CSc3nc4ccccc4s3)nn2)cc1F	91	84	105	90	97	105	95	85
COc1ccc(-c2cc(C(=O)Nc3ncc(Cc4ccccc4)s3)c3ccccc3n2)cc1	106	101	99	102	97	105	96	106
COc1ccc2sc3c(NCCO)nc4ccccc4c3c(=O)c2c1	75	96	94	98	70	122	104	96
O=C1/C(=C/c2cc(Cl)cc(Cl)c2)Cc2cc(Cl)cc(Cl)c21	114	96	98	99	86	105	95	/
COC(=O)C[n+]1cccc2c3ccccc3ccc21	97	106	37	91	90	94	79	85
C/C=C1/CCC2C3CCC4=CC(=O)CCC4C3CCC12C (stereo unspecified)	86	105	103	100	75	104	106	80
COC(=O)C1([N+](=O)[O-])CC(c2ccc(Cl)cc2)ON(c2ccccc2)C1c1ccc(C)cc1 (stereo unspecified)	/	90	94	80	/	90	85	34
Cc1ccc(C(=O)Nc2cccc(-c3cn(-c4ccc(S(N)(=O)=O)cc4)nn3)c2)cc1C(F)(F)F	83	109	80	108	89	69	85	84
O=C(NCC1CC1)c1ccccc1NC(=O)c1cc2ccccc2oc1=O	/	/	98	97	/	98	103	/
CSCCC(NC(=O)c1ccccc1)C(=O)N/N=C1\S/C(=C/c2ccc(Cl)cc2)C(=O)N1C (stereo unspecified)	4.2*	34	83	80	93	86	87	71
Nc1c(C(=O)c2ccc(Br)cc2)sc2nc(-c3cnccn3)cc(-c3cccs3)c12	98	100	103	101	94	105	105	100
O=[N+]([O-])c1ccc(OCc2ccccc2)cc1	81	106	100	112	86	115	107	82
Cc1sc2nc3nc(-c4ccccc4Cl)[nH]n3c(=O)c2c1C	107	94	99	98	88	109	101	/
O=C1NC=C(C(=O)c2cc3ccccc3oc2=O)C(c2ccccc2)N1 (stereo unspecified)	95	86	93	96	95	118	100	/
O=c1c2cc(F)ccc2sc2c(Nc3ccccc3)nc3ccccc3c12	99	111	99	89	92	111	106	94
CC1(C)CC(=O)C2=C(C1)Nc1c(C#N)c(N)[nH]c(=O)c1C2c1ccc(Cl)c(Cl)c1 (stereo unspecified)	94	75	96	87	106	102	100	88
O=C(/C=C/c1ccc([N+](=O)[O-])cc1)c1ccc2cccc3c2c1CC3	111	109	95	/	102	113	99	91
COc1cc(-c2nc(C(=O)NCCCCC(=O)O)nn2-c2ccc(Cl)cc2)cc(OC)c1OC	103	97	100	96	98	105	100	97
N=C(N)SCc1ccc(Cl)cc1	138	102	95	97	88	123	80	64
Further results follow.
SMILES	CCRF-CEM	HOP-62	SK-MEL-5	A549/ATCC	EKVX	SK-MEL-28	M14	HOP-92
COc1cc(/C=C/C(=O)c2ccc(Nc3nc(NCCO)nc(Nc4ccc(Cl)cc4)n3)cc2)cc(OC)c1OC	20	95	52	69	75	93	82	96
O=S(=O)(Nc1ccc(NS(=O)(=O)c2ccccc2)cc1)c1ccccc1	100	97	98	90	100	98	112	55
N#Cc1ccc(C2SCC(=O)N2NC(=O)C(O)(c2ccccc2)c2ccccc2)cc1 (stereo unspecified)	93	91	89	117	96	108	97	89
O=C(c1ccccc1)N1CCN(c2ccccc2)CC1	89	101	110	92	92	122	105	91
N#CC1(C#N)C2=C(CCCC2)NC(c2cccs2)C1(C#N)C#N (stereo unspecified)	46	96	97	88	88	102	100	/
C#Cc1nc(Nc2cc(C)[nH]n2)c2ccccc2n1	2.1*	-61*	-85*	-36*	/	-59*	-24*	-46*
COc1ccc(CN2[C@H](C)[C@@H](O)[C@@H](O)[C@H](C(C)C)N(Cc3ccccc3)S2(=O)=O)cc1	107	98	100	80	114	/	105	103
CC(C)(C)c1nn(-c2ccccc2)c2c1C(=O)CSC(c1ccc(Cl)cc1)N2 (stereo unspecified)	95	95	106	108	92	108	97	/
Cc1n[nH]c(=S)n1C	105	79	104	72	95	98	99	99
CC(C)(C)n1nc(C2CC2)c(Br)c1NC(=O)c1ccccc1Cl	/	103	98	92	/	118	105	105
COC(=O)c1ccc2c(c1)C(=O)N(Cc1ccccc1)C2=O	93	98	97	91	99	106	97	91
CCn1cnc2c1c(=O)[nH]c(=O)n2CC1CCC(CNS(=O)(=O)c2ccc(OC3CCOCC3)c(F)c2)CC1 (stereo unspecified)	53	36	60	55	68	64	49	31
O=C(c1nnc(Nc2ccccc2F)o1)c1c[nH]c2ccccc12	100	67	21	63	86	104	98	97
CC(C)(C)c1ccc(C2=C/C(=C\c3ccccc3)C(=O)N2CCc2ccc(S(N)(=O)=O)cc2)cc1	100	102	99	96	91	106	108	121
COc1ccc(NC(=O)CSc2nnc(-c3ccc4nc(-c5ccc(OC)c(OC)c5)[nH]c4c3)o2)cc1OC	86	99	88	101	107	97	/	86
CCN(CC)S(=O)(=O)c1ccc(S(=O)(=O)N2CCC[C@@H](C(=O)N3CCC(F)(F)CC3)C2)cc1	63	63	17	73	50	92	76	62
O=C(Nc1ccc(-c2nc3ccccc3c(=O)[nH]2)cc1)c1ccccc1	95	83	89	85	98	92	90	70
O=C1Nc2ccccc2S(=O)(=O)N1c1cccnc1Cl	106	102	104	99	102	102	109	110
Brc1ccc(-c2cn3ccnc3c(-c3ccc4ncn(C5CCCCC5)c4c3)n2)cc1	/	/	76	85	84	72	73	66
CCOc1ccc(N(C)c2ccc(/C=C/C3=[N+](C)c4ccccc4C3(C)C)cc2)cc1	/	12	2.1*	9.5*	/	19	6.5*	/
COC(=O)c1c2c(c(C)[n+]([O-])c1C)C(=O)C(NCc1ccc(F)cc1)=CC2=O	/	48	-48*	4.3*	59	72	2.9*	43
N#CCCC(C#N)(C#N)CCC#N	77	130	101	95	102	118	100	/
COc1ccccc1/C=N/N1C(=O)CSC1=S	98	95	96	101	100	106	109	114
CC1=C(C(=O)n2nc3ccccc3n2)C(c2cccc([N+](=O)[O-])c2)C(C(=O)n2nc3ccccc3n2)=C(C)N1	102	107	97	105	110	108	97	101
COc1cccc(/C=C2/C[C@]3(C)[C@H]4CC[C@@H]5[C@@H](C(=O)/C=C/c6cccc(OC)c6)CC[C@@]5(C)[C@]4(C)CC[C@H]3C(C)(C)C2=O)c1	97	114	97	99	97	105	95	78

A different layout for some results above.
Order of values: CCRF-CEM | HOP-62 | SK-MEL-5 | A549/ATCC | EKVX | SK-MEL-28 | M14 | HOP-92
> Cc1n[nH]c(=S)n1C
  105 | 79 | 104 | 72 | 95 | 98 | 99 | 99
> CC(C)(C)n1nc(C2CC2)c(Br)c1NC(=O)c1ccccc1Cl
  / | 103 | 98 | 92 | / | 118 | 105 | 105
> COC(=O)c1ccc2c(c1)C(=O)N(Cc1ccccc1)C2=O
  93 | 98 | 97 | 91 | 99 | 106 | 97 | 91
> CCn1cnc2c1c(=O)[nH]c(=O)n2CC1CCC(CNS(=O)(=O)c2ccc(OC3CCOCC3)c(F)c2)CC1 (stereo unspecified)
  53 | 36 | 60 | 55 | 68 | 64 | 49 | 31
> O=C(c1nnc(Nc2ccccc2F)o1)c1c[nH]c2ccccc12
  100 | 67 | 21 | 63 | 86 | 104 | 98 | 97
> CC(C)(C)c1ccc(C2=C/C(=C\c3ccccc3)C(=O)N2CCc2ccc(S(N)(=O)=O)cc2)cc1
  100 | 102 | 99 | 96 | 91 | 106 | 108 | 121
> COc1ccc(NC(=O)CSc2nnc(-c3ccc4nc(-c5ccc(OC)c(OC)c5)[nH]c4c3)o2)cc1OC
  86 | 99 | 88 | 101 | 107 | 97 | / | 86
> CCN(CC)S(=O)(=O)c1ccc(S(=O)(=O)N2CCC[C@@H](C(=O)N3CCC(F)(F)CC3)C2)cc1
  63 | 63 | 17 | 73 | 50 | 92 | 76 | 62
> O=C(Nc1ccc(-c2nc3ccccc3c(=O)[nH]2)cc1)c1ccccc1
  95 | 83 | 89 | 85 | 98 | 92 | 90 | 70
> O=C1Nc2ccccc2S(=O)(=O)N1c1cccnc1Cl
  106 | 102 | 104 | 99 | 102 | 102 | 109 | 110
> Brc1ccc(-c2cn3ccnc3c(-c3ccc4ncn(C5CCCCC5)c4c3)n2)cc1
  / | / | 76 | 85 | 84 | 72 | 73 | 66
> CCOc1ccc(N(C)c2ccc(/C=C/C3=[N+](C)c4ccccc4C3(C)C)cc2)cc1
  / | 12 | 2.1* | 9.5* | / | 19 | 6.5* | /
> COC(=O)c1c2c(c(C)[n+]([O-])c1C)C(=O)C(NCc1ccc(F)cc1)=CC2=O
  / | 48 | -48* | 4.3* | 59 | 72 | 2.9* | 43
> N#CCCC(C#N)(C#N)CCC#N
  77 | 130 | 101 | 95 | 102 | 118 | 100 | /
> COc1ccccc1/C=N/N1C(=O)CSC1=S
  98 | 95 | 96 | 101 | 100 | 106 | 109 | 114
> CC1=C(C(=O)n2nc3ccccc3n2)C(c2cccc([N+](=O)[O-])c2)C(C(=O)n2nc3ccccc3n2)=C(C)N1
  102 | 107 | 97 | 105 | 110 | 108 | 97 | 101
> COc1cccc(/C=C2/C[C@]3(C)[C@H]4CC[C@@H]5[C@@H](C(=O)/C=C/c6cccc(OC)c6)CC[C@@]5(C)[C@]4(C)CC[C@H]3C(C)(C)C2=O)c1
  97 | 114 | 97 | 99 | 97 | 105 | 95 | 78

(further entries)
SMILES	CCRF-CEM	HOP-62	SK-MEL-5	A549/ATCC	EKVX	SK-MEL-28	M14	HOP-92
C=CCOc1ccc2c(c1)CC[C@@H]1[C@@H]2CC[C@]2(C)[C@@H](O)[C@@H](O)C[C@@H]12	112	119	/	89	81	112	96	108
Cc1nc(N2CCOCC2)sc1S(N)(=O)=O	105	94	100	101	101	104	103	88
CCCCn1c(=O)c(/C=C/C(=O)/C=C(/C=C/c2cc3cc(Cl)ccc3n(CCCC)c2=O)OB(F)F)cc2cc(Cl)ccc21	99	89	116	97	107	113	95	/
O=C(Cl)C(Cl)(c1ccccc1)c1ccccc1	92	92	99	100	96	98	101	113
CC(=O)Nc1nc(C)c(C(=O)N/N=C/N2CCCCC2)s1	95	-100*	113	104	112	114	111	/
COc1ccc(-c2nnc(-c3ccc4ccccc4c3)o2)cc1	/	/	94	/	79	114	112	/
COc1cc(/C=C/C(=O)N2CCCC2)c(OC)c2c1OCO2	/	105	93	100	100	97	99	113
O=C(O)c1cccc(Nc2nc3ccccc3nc2/C=C/c2ccc(Cl)cc2)c1	57	74	76	79	63	71	93	97
OC1CCC(C2CCCCC2)CC1 (stereo unspecified)	111	98	112	100	115	105	/	91
CN1CCN(Cc2ccc(NC(=O)c3cncc(C#Cc4cnc5ccc(NCCO)nn45)c3)cc2C(F)(F)F)CC1	9.4*	-41*	-22*	1.3*	-0.7*	-24*	-71*	-27*
O=S(=O)(O)c1cc(N=Nc2ccccc2)c(O)c2ccccc12	108	94	101	105	94	104	88	97
Oc1ccc(-c2nc3ccccc3s2)cc1	94	/	103	108	80	104	105	93
O=C1C(Cl)=C(Cl)C(Cl)(Cl)C(Cl)=C1Cl	85	96	105	103	105	114	96	52
Fc1ccc(Nc2csc(Nc3cnccn3)n2)cc1Cl	97	101	99	93	89	115	101	102
O=C(Nc1ccc2c(c1)sc(=O)n2Cc1ccc(Br)cc1)c1ccc(Nc2ccc(Cl)nn2)cc1	72	85	48	75	55	86	79	72
CC[C@@H](C)[C@H](NC[C@H](O)CN1C(=O)/C(=C\c2cc(OC)c(OC)c(OC)c2)c2ccccc21)C(=O)OC	62	87	90	85	95	112	91	74
N#C/C(=C\c1cn[nH]c1-c1ccccc1)C(=O)Nc1sc2c(c1C#N)CCCC2	101	103	100	101	100	102	102	98
Oc1c(Cl)cc(Cl)cc1-c1cc(-c2ccccc2Cl)[nH]n1	77	102	95	99	/	94	100	58
CCSC(=O)c1ccc(S(=O)(=O)CC)cc1	117	88	104	93	100	102	94	104
COc1nc2ccc(C)cc2cc1/C=[N+](\[O-])c1ccccc1	47	82	96	92	78	98	87	72
COc1ccc(CSc2n[nH]c(=O)[nH]c2=O)cc1	95	102	103	98	97	106	107	80
C#CCNC(=O)[C@H](CC)[C@H]1CC[C@H](C)[C@H]([C@@H](C)[C@H](O)[C@H](C)C(=O)[C@H](CC)C2O[C@]3(C=CC(=O)[C@]4(CC[C@@](C)([C@H]5CC[C@](O)(CC)[C@H](C)O5)O4)O3)[C@H](C)C[C@@H]2C)O1 (stereo partly specified)	27	62	7.9*	44	51	59	-12*	13

High-throughput results deposited in PubChem by NCI.
